Screening results: PubChem, NCI
Growth percent in the NCI-60 one-dose screen (48 h, 10 µM unless noted): 100 = growth as untreated, 0 = no growth, -100 = all killed.
COLO 205 = COLO 205 colon cancer. 79,000 compounds, 7.3% hits
NCI-H322M = NCI-H322M lung cancer. 80,000 compounds, 2.7% hits
HT29 = HT29 colon cancer; 81,000 compounds, 7.4% hits; AID 1794748
SW-620 = SW-620 colon cancer; 82,000 compounds, 5.2% hits; AID 1794795
HCT-15 = HCT-15 colon cancer; 82,000 compounds, 5.2% hits
NCI-H23 = NCI-H23 lung cancer; 80,000 compounds, 4% hits; AID 1794731
NCI-H460 = NCI-H460 lung cancer; 82,000 compounds, 6.8% hits
NCI-H226 = NCI-H226 lung cancer. 79,000 compounds, 3.5% hits. AID 1794732
NCI-H522 = NCI-H522 lung cancer; AID 1794739; 78,000 compounds, 8% hits
The depositor's hits bear a star; . = not tested or not shown; & = joins results of further samples; ! = repeats disagree. How the source made its calls: active means growth percent below 10; inactive means the rest. No enrichment for hits. Share with any hit: about 12%.

item	SMILES	COLO 205	NCI-H322M	HT29	SW-620	HCT-15	NCI-H23	NCI-H460	NCI-H226	NCI-H522
1	CCC1(C)CC(C)(C)c2cc([N+](=O)[O-])c(C)c([N+](=O)[O-])c21 (stereo unspecified)	103.3	89.7	99.6	115.7	102.0	99.4	103.5	85.0	90.9
2	COc1ccc(-c2c(-c3ccccc3)noc2N)cc1OC	118.1	96.1	101.3	117.6	100.1	105.3	116.5	113.4	86.1
3	C[C@@H]1CC2C3C[C@H](F)C4=CC(=O)C=C[C@]4(C)[C@@]3(F)[C@@H](O)C[C@]2(C)[C@@]1(O)C(=O)CO (stereo partly specified)	99.3	94.6	101.5	104.7	101.0	104.6	96.2	70.5	91.9
4	CCCCn1c(-c2ccc(-c3nc(-c4ccc(Cl)cc4)no3)cc2)nc(-c2ccccc2)c1-c1ccccc1	98.8	90.4	90.2	88.8	77.2	68.2	95.6	84.2	75.2
5	O=c1[nH]nc(-c2ccccc2)c2ccccc12	106.9	95.5	99.2	102.5	94.4	96.7	101.9	95.7	97.1
6	N[C@@H](Cc1cn(-c2ccccc2SCc2ccc(O)cc2)nn1)C(=O)O	108.0	98.2	104.6	95.5	104.1	90.0	104.6	113.2	101.5
7	CN1[C@@H](CCc2ccc(OCCF)cc2)CCC[C@H]1CCc1ccc(OCCF)cc1	86.0	104.5	60.0	113.6	65.0	85.2	101.6	106.6	94.4
8	CS(=O)(=O)Nc1ccc(C(=O)N=Nc2c(O)[nH]c3ccccc23)cc1	112.1	104.1	104.7	102.5	100.0	99.9	108.1	107.5	100.9
9	O=C(NNc1ccc(-c2ccccc2)nn1)c1ccc(F)cc1	111.6	94.3	96.1	100.1	89.0	104.1	99.1	98.7	95.2
10	COc1ccc(CNC(=O)COc2ccc(/C=N/Nc3nc4ccccc4s3)cc2)cc1	64.0	30.2	35.5	38.6	31.0	33.9	-12.6*	18.0	31.1
11	COC(=O)c1cccc(NC(=O)N[C@H]2CCN(c3ccnc(Nc4ccc(F)cc4)n3)C2)c1	78.9	80.9	65.3	84.6	65.5	61.6	97.1	67.9	66.6
12	Clc1cccc(N/N=C/c2c[nH]c3ccc(Br)cc23)n1	31.9	51.6	23.6	6.7*	22.3	39.8	12.9	22.4	-27.8*
13	Cc1cccc(NC(=O)Nc2ccc(-n3cnc4cc(-c5ccc(O)cc5)ccc43)cc2)c1	69.1	69.8	28.4	29.6	18.8	27.7	9.1*	62.6	6.2*
14	CC(C)(C)OC(=O)Nc1ccc(-c2cccc(Oc3ccc4nnc(Cl)n4n3)c2)cc1	88.5	101.2	84.7	97.3	65.0	69.7	82.4	66.4	64.9
15	COc1ccc(-n2cc(COc3ccc4c5ccnc(C)c5n(CC(C)C)c4c3)nn2)cc1	68.6	88.7	16.0	78.9	63.4	61.9	69.5	52.3	37.3
16	CCCCOc1ccc(C(=O)OCCNCC(C)C)cc1N	102.1	97.5	96.0	97.4	96.6	88.9	102.5	97.6	93.8
17	O=C(/C=C(/C=C/c1coc2ccccc12)OB(F)F)/C=C/c1coc2ccccc12	95.9	103.5	100.3	86.3	95.1	93.9	87.7	105.3	90.6
18	COc1ccc(NC(=S)Nc2ccccn2)cc1	110.0	97.0	106.5	102.0	98.6	96.0	100.1	86.2	98.4
19	CCOC(=Nc1ccc(OCC)cc1)SC(c1ccccc1)(c1ccccc1)c1ccccc1	103.4	103.2	111.3	103.6	94.9	103.9	97.1	94.6	87.3
20	COc1ccc(-c2cc(-c3ccccc3)c(-c3ccccc3)nn2)cc1	103.9	80.1	84.4	108.7	83.9	86.8	101.1	.	65.1
21	Cc1ccc(C2=C(C#N)C3(C(=O)N(Cc4ccccc4)c4ccccc43)c3c(-c4ccccc4)nn(-c4ccccc4)c3N2)cc1 (stereo unspecified)	130.2	109.5	103.5	110.0	100.7	92.0	104.1	85.3	99.8
22	COc1ccc(/C=C/c2nc(Nc3ccc([N+](=O)[O-])cc3)c3ccccc3n2)cc1	72.1	68.7	90.5	84.1	53.1	87.9	83.7	88.9	82.0
23	COC(=O)CCc1ccc(N)cc1	102.2	120.7	106.4	109.1	102.6	106.6	108.1	126.6	98.0
24	CCCCCCCCCCN=Cc1c(O)c(O)c(CCC)c2cc(C)c(-c3c(C)cc4c(CCC)c(O)c(O)c(C=NCCCCCCCCCC)c4c3O)c(O)c12	108.2	107.5	106.8	95.1	110.4	98.6	101.8	93.3	104.1
25	COc1ccc(C2=C(C#N)C3(C(=O)Nc4ccccc43)c3c(-c4ccc(Cl)cc4)nn(-c4ccccc4)c3N2)cc1 (stereo unspecified)	59.2	104.0	67.8	95.8	76.1	93.0	78.1	80.9	78.5
26	Cc1nn2c(-c3nc4cc(C)c(C)cc4[nH]3)c(-c3ccccc3)nc2s1	116.1	91.7	99.0	98.6	97.4	96.4	91.2	109.6	94.8
27	CC(=O)O[C@@H]1C(C)O[C@H](O[C@H]2C(O)[C@@H](O)C(CO[C@@H]3OC(C)[C@@H](O)C(O)[C@@H]3O)O[C@H]2Oc2c(-c3ccc(O)cc3)oc3cc(O)cc(O)c3c2=O)[C@@H](O[C@@H]2OC(CO)[C@@H](O)C(O)[C@@H]2O)C1O (stereo partly specified)	104.1	109.5	95.7	104.5	95.2	102.2	104.1	103.8	.
28	COc1ccc(/C=N\NC(=O)c2cnn(CC(O)c3ccccc3)c2N)cc1Oc1ccccc1 (stereo unspecified)	89.9	91.9	72.1	81.1	49.2	91.3	66.4	81.3	92.2
29	COc1ccc(C(=O)c2cc(OC)c(OC)cc2C(=O)O)cc1OC	109.6	98.6	87.5	108.9	104.3	87.9	111.3	106.6	77.2
30	Cc1ccc(-c2csc(NC(=O)c3ccc(Cc4n[nH]c(=O)c5cccnc45)cc3)n2)cc1	110.7	.	105.5	90.2	92.8	85.3	92.2	81.5	87.1

Part of the list above in order of length of the SMILES, high to low.
item	SMILES	COLO 205	NCI-H322M	HT29	SW-620	HCT-15	NCI-H23	NCI-H460	NCI-H226	NCI-H522
4	CCCCn1c(-c2ccc(-c3nc(-c4ccc(Cl)cc4)no3)cc2)nc(-c2ccccc2)c1-c1ccccc1	98.8	90.4	90.2	88.8	77.2	68.2	95.6	84.2	75.2
30	Cc1ccc(-c2csc(NC(=O)c3ccc(Cc4n[nH]c(=O)c5cccnc45)cc3)n2)cc1	110.7	.	105.5	90.2	92.8	85.3	92.2	81.5	87.1
15	COc1ccc(-n2cc(COc3ccc4c5ccnc(C)c5n(CC(C)C)c4c3)nn2)cc1	68.6	88.7	16.0	78.9	63.4	61.9	69.5	52.3	37.3
6	N[C@@H](Cc1cn(-c2ccccc2SCc2ccc(O)cc2)nn1)C(=O)O	108.0	98.2	104.6	95.5	104.1	90.0	104.6	113.2	101.5
20	COc1ccc(-c2cc(-c3ccccc3)c(-c3ccccc3)nn2)cc1	103.9	80.1	84.4	108.7	83.9	86.8	101.1	.	65.1
23	COC(=O)CCc1ccc(N)cc1	102.2	120.7	106.4	109.1	102.6	106.6	108.1	126.6	98.0

New compounds follow.
item	SMILES	COLO 205	NCI-H322M	HT29	SW-620	HCT-15	NCI-H23	NCI-H460	NCI-H226	NCI-H522
31	CN1CC(c2ccc(Br)cc2)C2(SC(=O)N(/N=C/c3ccc(Br)cc3)C2=O)C12C(=O)Nc1ccccc12 (stereo unspecified)	111.5	100.2	106.1	97.7	102.3	86.5	100.9	84.3	80.8
32	CCN(CC)CCOC(=O)c1ccc(NC(=O)c2ccccc2)cc1	103.7	.	95.9	103.2	99.9	97.8	105.1	101.2	91.8
33	COc1cc(C2CC(c3ccc(Nc4nc(NCCO)nc(N5CCOCC5)n4)cc3)=NN2c2cc(Cl)cc(Cl)c2)cc(OC)c1OC (stereo unspecified)	.	72.6	33.6	81.6	31.5	56.7	22.2	.	66.0
34	C(=NCCN=Cc1c[nH]c2ccccc12)c1c[nH]c2ccccc12	103.9	90.8	98.2	103.9	103.5	90.0	104.0	95.3	83.3
35	COC(=O)c1c2c(c(C)[n+]([O-])c1C)C(=O)C(NCc1ccc(O)cc1)=CC2=O	.	0.6*	3.7*	-3.3*	-43.4*	-57.4*	-3.4*	.	-33.2*
36	N#C/C(=C\c1cn[nH]c1-c1ccccc1)C(=O)Nc1sc2c(c1C#N)CCC2	110.6	108.7	107.2	111.5	96.9	99.4	106.8	88.9	94.7
37	Cc1ccc2ccccc2c1C[n+]1ccccc1	111.8	108.5	92.0	99.7	107.1	86.5	114.2	99.3	100.0
38	C#Cc1ccc(-n2c(/C=C/c3ccc(F)cc3)nc3ncccc3c2=O)cc1	119.1	100.8	127.2	105.7	97.0	101.1	104.3	102.4	89.7
39	Nc1nc(SCc2ccccc2[N+](=O)[O-])c2ncn(Cc3ccccc3)c2n1	117.0	122.2	89.4	102.5	85.8	87.1	97.6	80.7	72.2
40	CCCCOC(=O)N1CCN(c2ccccc2)CC1	121.1	119.5	103.7	109.2	100.2	108.6	115.4	107.6	101.9
41	Oc1cc(CNC2CCCCC2)c(O)cc1CNC1CCCCC1	101.6	99.4	93.6	93.7	96.7	91.8	107.1	106.4	.
42	CC(C)Sc1nc(NC2CC2)c(C#N)c(-c2ccc(F)cc2)n1	90.9	70.5	105.2	82.9	99.1	86.9	63.2	55.7	89.7
43	CCCCc1ccc(NC(=O)C(F)(F)F)cc1	106.6	.	99.8	100.7	104.6	105.9	108.2	.	82.0
44	COc1cc(NC(=O)CCSc2nc3ccccc3c(=O)n2CCc2ccccn2)cc(OC)c1OC	114.8	88.8	102.0	100.9	96.4	88.3	83.5	.	25.0
45	N#CCc1nn(-c2ccccc2)c2ncnc(N)c12	95.6	110.6	96.8	106.4	114.4	94.6	104.7	106.3	94.6
46	CN1CCN(Cc2occc(=O)c2O)CCN(C)CCN(Cc2occc(=O)c2O)CC1	29.7&102.4	74.9&105.5	11.1&96.3	15.6&113.1	36.0&106.9	49.4&94.6	6.4*!	70.5&94.7	45.8&103.6
47	NC(N)=N/N=C/c1ccc(Cl)c([N+](=O)[O-])c1	118.9	108.9	114.1	110.3	94.5	94.1	107.0	103.5	101.3
48	Oc1ccccc1CNc1ccccc1	110.6	106.2	97.7	97.8	100.9	101.4	101.0	103.1	92.8
49	COc1ccccc1C(C[N+](=O)[O-])c1c(C)[nH]c2ccccc12 (stereo unspecified)	117.8	92.0	97.8	96.4	90.6	94.0	99.2	89.6	81.3
50	Cc1ccc(/C=C2\CCOC2=O)cc1	87.6	80.0	.	101.4	102.9	102.3	112.8	106.1	82.7
51	CC(=O)C(SSC(C(C)=O)C(C)=O)C(C)=O	111.1	100.7	110.8	93.3	101.7	102.0	102.5	.	113.2
52	N#C/C(=C\c1ccc(-c2cccc(C(F)(F)F)c2)o1)c1ccc(Cl)cc1	99.9	88.0	75.0	90.4	72.2	77.3	97.1	81.6	76.4
53	CC1C(=O)c2cc3c(cc2CCN(C)Cc2c1ccc1c2OCO1)OCO3 (stereo unspecified)	109.4	98.0	109.4	99.5	97.6	115.0	103.6	108.7	.
54	CC(=O)OC1CCC2(C)C(=CCC3C2CCC2(C)C3CC3ON=C(C)C32)C1 (stereo unspecified)	107.5	107.4	98.0	106.1	104.9	109.7	112.5	112.2	88.5
55	Cn1cccc1C(=O)c1n[nH]n2c1nc(=O)c1sc3c(c12)CCCC3	104.8	89.1	103.5	105.2	99.9	97.8	104.7	95.6	.
56	O=C(CSc1nc2ccccc2c(=O)n1-c1ccccc1)Nc1cccc(C(=O)/C=C/c2ccc(Cl)cc2)c1	115.8	107.0	105.2	91.7	90.5	107.2	100.5	99.5	93.6
57	Cc1ccc(NC(=O)c2ccccc2)cc1	117.4	120.2	105.9	111.7	100.8	99.4	113.9	100.5	97.3
58	CC(C)(C)c1cc(Br)c(O)c(CNc2ccccc2)c1	112.1	117.2	102.4	95.0	101.7	96.2	108.5	99.0	.
59	COc1ccc(-c2cc(-c3cc(OC)ccc3OC)nc(SCC(C)=O)c2C#N)cc1	78.2	97.6	81.8	92.1	52.7	76.1	78.8	83.4	54.9
60	O=C(O)C(CCc1ccccc1)NCc1ccccc1 (stereo unspecified)	97.3	102.9	96.2	102.2	99.2	94.9	115.5	105.9	87.0

Looked up above:
entry 53 in NCI-H23 = 115.0
entry 38 in HCT-15 = 97.0
entry 45 in NCI-H322M = 110.6
entry 32 in NCI-H522 = 91.8
entry 40 in COLO 205 = 121.1
entry 51 in HT29 = 110.8

(cont.)
item	SMILES	COLO 205	NCI-H322M	HT29	SW-620	HCT-15	NCI-H23	NCI-H460	NCI-H226	NCI-H522
61	CC(=O)Nc1ccc(OCc2cn(Cc3nc4ccccc4[nH]3)nn2)cc1	104.8	98.1	95.3	107.7	105.1	99.0	106.5	94.1	87.9
62	O=C1c2ccccc2C(=O)N1CCCBr	111.0&117.7	106.8&112.0	111.1&97.8	97.1&99.3	88.3&98.7	88.9&97.3	106.4&103.5	92.6&110.6	104.9&100.8
63	COC(=O)C1CC(C(=O)OC)C2C(C(=O)OC)CC(C(=O)OC)C12 (stereo unspecified)	104.1	109.4	97.5	102.6	102.0	99.5	105.2	99.4	89.9
64	COC(=O)C1CCCC1	93.0	137.5	108.7	95.2	95.8	107.1	98.7	112.7	122.8
65	CCc1cccc(C)c1NC(=O)c1sc2nc3c(cc2c1N)C(=O)CCC3	-7.2*	51.3	6.1*	28.7	32.8	39.1	8.1*	62.1	-0.9*
66	CC(=O)NS(=O)(=O)c1ccc(OCCCOc2ccc(S(=O)(=O)NC(C)=O)cc2)cc1	111.0	93.7	95.8	102.7	101.9	98.4	111.4	93.4	88.0
67	COc1ccc(-c2nc3cc(C)ccc3n2CC(=O)N=Nc2c(O)[nH]c3ccc(Br)cc23)cc1	-47.2*	14.2	-67.4*	10.0*	-66.1*	-45.5*	8.1*	-13.4*	25.0
68	COC(=O)c1nn2c(c1C(=O)OC)CC(c1ccccc1)N(S(=O)(=O)c1ccccc1)C2C (stereo unspecified)	111.5	92.9	105.0	107.7	104.6	94.1	103.5	98.4	81.4
